EPAC1 agonist: agonists of human EPAC1; EPAC1 agonist qHTS, biochemical assay; response scale: 100% = response to 6.5 mM cAMP; Potency, µM (titrated, usually from 154 µM), for the others: at the top dose activation, most hits filed as activators; hit rate 0.073% among 360,000; AID 720707; further: nearly all actives have a fitted effect of over 60% in size
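Read-out is the fluorescence drop as BODIPY-GDP leaves Rap1B (480 nm excitation, 540 nm emission), recorded every 5 minutes over 30 minutes. Reactions held 100 nM EPAC1, 250 nM Rap1B–BODIPY-GDP and 50 uM GDP, with 6.5 mM cAMP setting full activation.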
EPAC1 antagonist: blocks human EPAC1 exchange factor. Potency, µM (doses to about 115 µM), for the others: at the highest dose activity change, negative = inhibition, usual class: inhibitors. EPAC1 GEF assay, Rap1b-BODIPY-GDP exchange fluorescence. hit rate 0.14% among 360,000;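 further: plate controls were vehicle for no effect and positive control for full effect; nearly all actives have a fitted effect of over 50% in size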
PTHR1 agonist: agonists of human PTHR1 parathyroid hormone receptor; AID 743266; Q03431; Potency, µM (titrated, usually from 115 µM), inactives show top-dose activation, usual class: activators; HEK293 GP2 PTHR1 cells, GloSensor cAMP luminescence, 1 h; hit rate 0.075% among 410,000; further: nearly all actives have a fitted effect of over 55% in size; some results filed as inactive show a strong effect at the top dose; inactives centre near -15; many of its hits are not listed in these tables
Target sequence (Q03431 whole entry, looked up): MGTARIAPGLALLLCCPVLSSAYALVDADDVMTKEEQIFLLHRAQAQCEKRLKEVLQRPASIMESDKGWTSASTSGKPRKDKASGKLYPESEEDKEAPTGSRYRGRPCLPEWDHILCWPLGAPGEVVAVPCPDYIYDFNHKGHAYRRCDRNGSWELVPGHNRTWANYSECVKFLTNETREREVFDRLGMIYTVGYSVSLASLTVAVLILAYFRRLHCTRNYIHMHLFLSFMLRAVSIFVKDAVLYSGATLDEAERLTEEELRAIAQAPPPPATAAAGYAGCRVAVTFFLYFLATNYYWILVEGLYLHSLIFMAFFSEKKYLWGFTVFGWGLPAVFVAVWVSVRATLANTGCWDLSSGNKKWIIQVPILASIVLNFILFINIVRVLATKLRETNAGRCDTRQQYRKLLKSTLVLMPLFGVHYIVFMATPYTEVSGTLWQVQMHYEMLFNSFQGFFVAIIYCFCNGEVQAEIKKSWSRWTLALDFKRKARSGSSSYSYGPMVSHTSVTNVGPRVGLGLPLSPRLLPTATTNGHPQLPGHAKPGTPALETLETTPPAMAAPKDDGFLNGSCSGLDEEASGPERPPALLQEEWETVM
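HEK-293-derived GP2 cells expressing PTHR1 and a GloSensor cAMP reporter, 3,000/well, plated overnight, given luciferin plus IBMX (each 0.5 mM as added) for 1 h at 37 °C, then compound for 1 h at 37 °C. Luminescence was read after 15 min at room temperature.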
EPAC2 antag: EPAC2 (human) antagonism; EPAC2 GEF exchange of Rap1B-BODIPY-GDP, fluorescence; Potency, µM (top dose mostly 114 µM), for inactives: at the highest dose activity, negative = inhibition, actives largely listed as inhibitors; hit rate 0.18% among 360,000; AID 720708; further: on the % scale 0 is the no-effect control and ±100 the full control effect; nearly all actives have a fitted effect of over 45% in size; many of its hits are not listed in these tables
TDP-43 yeast inh: TDP-43 toxicity inhibition in yeast; hit rate 1.8% among 410,000; AID 652104; TDP-43 expressing yeast growth rescue, BacTiter-Glo, 24 h; Potency, µM (top dose mostly 46.1 µM), for the others: top-dose growth rescue (activation), hits mostly activators; further: % of control where 0% means no effect; nearly all actives have a fitted effect of over 50% in size
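Readout is BacTiter-Glo luminescence of cell growth, so inhibitors register as activators. TDP-43-expressing yeast at OD600=0.02 in galactose medium, after raffinose pregrowth to mid-log, were incubated with compound for 24 hr at 30 deg C.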
FUS yeast rescue: FUS proteinopathy suppression in yeast; S. cerevisiae FUS-expressing, growth rescue, OD600, 24 h; Potency, µM (highest dose often 76.6 µM), inactives show top-dose growth rescue (activation), most hits filed as activators; hit rate 0.24% among 390,000; AID 1347120;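 further: plate controls were DMSO vehicle for no effect and reference control for full effect; nearly all actives have a fitted effect of over 55% in size; some results filed as inactive show a strong effect at the top dose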
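Yeast FUS proteinopathy model; galactose-induced FUS (2%), starting OD 0.005. Cpds in dilution series, 24hr, 30C, 99% humidity. Abs 600 nm growth. Pos ctrl CP55940 (top 92uM final); neg ctrl DMSO.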
EPAC2 agonist: EPAC2 (human) agonism. Q8WZA2. EPAC2 activation, biochemical qHTS; response scale: 100% = 6.5 mM cAMP response. Potency, µM (doses to about 154 µM), for inactives: top-dose activation, hits mostly activators. hit rate 0.079% among 360,000. AID 720711; further: nearly all actives have a fitted effect of over 50% in size
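Setup: EPAC2 100 nM, labeled Rap1B complex 250 nM, free GDP 50 uM. Compound titrations pinned in, brief spin, 5 min room temperature incubation. Kinetic fluorescence read over 30 min, normalized to 6.5 mM cAMP.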
aSyn yeast inh: alpha-synuclein toxicity inhibition in yeast | Yeast expressing alpha-synuclein, growth rescue, BacTiter-Glo, 24 h | Potency, µM (series often up to 46.1 µM), for the others: at the top dose growth rescue (activation), most hits filed as activators | hit rate 0.14% among 370,000 | AID 652106; further: % of control where 0% means no effect; nearly all actives have a fitted effect of over 65% in size
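Rescue of yeast growth: cells expressing toxic alpha-synuclein, induced in galactose at OD600 0.02, incubated with compound 24 h at 30 C. ATP luminescence quantified growth; inhibitors of toxicity appear as activators.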
* = called active by the depositor; i = inactive; ? = inconclusive; / = not tested or not shown; & = joins results of further samples; [ ] = another dose, or the depositor's remark. The call rests on the fitted dose curve; in most records, active means well fitted curve in the direction sought with a large enough effect; inconclusive means small, poorly fitted or top-dose-only effect, or another doubt; inactive means no such curve, though single readings can be large; an effect the other way counts as inactive or inconclusive. Potency means the concentration at half of the fitted maximal effect. The list is partial; count on the stated rates, not on these rows.

Fields: EPAC1 agonist, EPAC1 antagonist, PTHR1 agonist, EPAC2 antag, TDP-43 yeast inh, FUS yeast rescue, EPAC2 agonist, aSyn yeast inh
CCn1c(=O)c(=O)[nH]c2cc(C(=O)NC3CCCc4ccccc43)ccc21 (centres undefined)
  8%, -1%, ?, -1%, 0%, 31%, 5%, 7%
COC(=O)CCCn1cc(CN2CC(N(C)C)CS2(=O)=O)nn1 (centres undefined)
  2%, -1%, -11%, 4%, 0%, -18%, 2%, -7%
Cc1nc2ccccn2c1C(=O)NC1CCCC1
  -10%, 21%, -19%, 0%, -13%, -10%, 2%, 0%
COc1cc(F)ccc1-c1cc(C(=O)NCc2ccc(C(F)(F)F)cc2)[nH]n1
  6%, -7%, -56%[inhibitor], -24%, ?, -4%, 3%, 3%
CC(C)(C)Nc1c2ccccc2nc2ccccc12
  4%, ?, i, 0%, -9%, 11%, 10%, 2%
COc1ccc(CC(=O)O/N=C(\N)Cc2cccc3ccccc23)cc1OC
  4%, -14%, -12%, -5%, 14%, /, -2%, -60%[inhibitor]
C/C(=N\NC(=S)NCCc1ccccc1)c1cccs1
  23%, -22%, -1%, -6%, ?, /, 28%, -3%
COC(=O)c1cc2sc(Cl)cc2n1CC(=O)NCCC(C)C
  9%, 0%, -10%[57.5 µM], -3%, 28%, 0%, 1%, 1%
O=C(NCCCN1CCOCC1)c1cc(-c2ccc(Cl)c(Cl)c2)on1
  0%, -7%, -20%, 11%, -37%[inhibitor], 3%, 0%, -4%
CC(C)CCN1CC(=O)N2Cc3[nH]c4ccccc4c3C[C@H]2C1=O
  -5%, 5%, -8%, 2%, -9%, 5%, -1%, 11%
COc1ccc(OC)c(NC(=O)C2CC(=O)N(c3ccc(Br)cc3)C2)c1 (centres undefined)
  6%, -20%, 0%[57.5 µM], -4%, 6%, 10%, 13%, 14%
COc1cccc(/C=N/n2c(-c3cc(C)[nH]n3)n[nH]c2=S)c1O
  12%, -11%, -68%, -2%, -15%, 12%, 5%, 0%
COc1ccc(OC)c(S(=O)(=O)NC2CC(=O)N(c3ccc(C)c(C)c3)C2)c1 (centres undefined)
  0%, 1%, -5%, 1%, 20%, 7%, 3%, 0%
CCOc1ccc(/C=N/NC(=O)c2ccncc2)cc1OC
  14%, -6%, -16%, 13%, 10%, -31%, 3%, -12%
COc1ccc(NC(=O)c2cccc(Oc3ccccc3)c2)cn1
  10%, ?, -20%, -15%, 11µM*, 10%, 9%, 10%
O=C(Cc1ccccc1[N+](=O)[O-])N1CCc2ccccc2C1
  4%, -1%, -2%, 10%, ?, 4%, 14%, 12%
COC(=O)[C@@]1(Cc2ccccc2)[C@H]2C(=O)N(C)C(=O)[C@H]2[C@H]2CN=C(SCc3ccccc3)N21
  -4%, -6%, -28%, -15%, 11%, -18%, 11%, 1%
CCC(C)N1CC(=O)N2C(c3ccc(OC)cc3OC)c3[nH]c4ccccc4c3C[C@H]2C1=O (some centres undefined)
  3%, -14%, -1%, -10%, 16%, 37%, 18%, -1%
COC(=O)NC1CSCC1OC(=O)c1ccc(Br)cc1 (centres undefined)
  4%, -2%, i, 1%, ?, 7%, 6%, 0%
CCc1nc2ccc(C(=O)N3CCN(S(=O)(=O)CC)CC3)cn2c1N(C)C(=O)C1CCCCC1
  -11%, 24%, -6%, 7%, -15%, -3%, 3%, -4%
COc1ccc(C(=O)COc2ccccc2C(=O)Nc2ccccc2)cc1
  6%, -3%, -15%, -2%, 15%, -1%, 18%, 5%
CC1CCN(C(=O)c2ncn3c2c(=O)[nH]c2ccccc23)CC1
  11%, -2%, -17%, -7%, 12%, -26%, 1%, 2%
O=C(c1cnn(-c2cccc(F)c2)c1)c1ccccc1O
  20%, -16%, -26%, -6%, 24%, 7%, 14%, -6%
CCN(CC)S(=O)(=O)c1cccc(-c2n[nH]c(=S)n2/N=C/c2ccc(Br)cc2)c1
  0%, -13%, i, 1%, ?, -5%, -4%, -2%
CC1CCCN(C(C(=O)Nc2ccc3c(c2)OCO3)c2ccccc2)C1 (centres undefined)
  -2%, -4%, i, -16%, 23%, -13%, 13%, 1%
Fc1ccc(C(CCNCc2ccccn2)c2ccc(Cl)cc2)cc1 (centres undefined)
  -3%, 2%, 15%, -27%, -29%, 17%, -8%, -11%
COc1ccc(OC)c(S(=O)(=O)N2CCc3ccccc32)c1
  -4%, -7%, -7%[57.5 µM], 6%, 20%, 21%, 8%, 15%
CC(C)(C)c1ccc(Oc2ncccc2NC(=O)c2cccs2)cc1
  0%, ?, -63%[inhibitor], -6%, 12%, -20%, 7%, 4%
CCC(C)NC(=O)c1ccc2nc(-c3ccc(OC)c(OC)c3)c(-c3ccc(OC)c(OC)c3)nc2c1 (centres undefined)
  0%, -16%, -9%, ?, 0%, 10%, 11%, 5%
CC1=CC(C2CC(=O)N(c3ccccc3C)C2=O)CC2C(=O)N(c3ccccc3C)C(=O)C12 (centres undefined)
  -9%, 4%, i, 5%, 7%, /, -3%, 13%

Fields: EPAC1 agonist, EPAC1 antagonist, PTHR1 agonist, EPAC2 antag, TDP-43 yeast inh, FUS yeast rescue, EPAC2 agonist, aSyn yeast inh
CNC(=S)N(C)[C@H]1c2c(ccc3ccccc23)OC[C@H]1CO
  -2%, -3%, -6%, ?, -6%, -3%, 3%, 5%
Cc1cc(OC(=O)c2cc(C(F)(F)F)cc(C(F)(F)F)c2)c([N+](=O)[O-])c(=O)[nH]1
  -13%, -10%, i, -14%, 21%, -13%, 5%, -9%
Cc1ccc(C(O)(CCN2CCCCC2)c2ccccc2)cc1 (centres undefined)
  -13%, 12%, -48%[inhibitor], -15%, 9%, -19%, -1%, -2%
COc1ccc(N2CCN(C(c3nnnn3C3CCCC3)C(C)C)CC2)cc1 (centres undefined)
  -3%, -5%, i, 2%, -4%, -3%, -3%, 5%
COc1ccccc1-c1cc(C(=O)NCc2ccccc2)no1
  12%, -2%, -14%, -2%, 10%, -11%, 17%, 3%
COc1cccc(C2=NC(C)(C)NC(c3ccccc3O)C2)c1 (centres undefined)
  -9%, -12%, -91%[inhibitor], 13%, -7%, /, 11%, 0%
Cc1nn(Cc2ccc(Cl)cc2Cl)c(C)c1NC(=O)c1sc2ccccc2c1Cl
  3%, 2%, -24%, -1%, 12%, 14%, -2%, 0%
O=C(c1ccc(NS(=O)(=O)c2ccc3[nH]c(=O)[nH]c3c2)cc1)N1CCCC(C(F)(F)F)C1 (centres undefined)
  1%, 10%, i, 6%, 13%, 6%, -6%, -3%
COc1ccccc1CCC(=O)Nc1ccc(S(=O)(=O)Nc2ncccn2)cc1
  5%, 6%, i, -9%, 23%, ?, 3%, -9%
Cc1onc(-c2c(F)cccc2Cl)c1C(N)=S
  -9%, -18%, -15%, 27%, -4%, -5%, 6%, 14%
S=c1[nH]nc(Cc2ccc(Cl)cc2)n1-c1ccc2c(c1)OCCO2
  7%, 6%, -19%, -2%, 25%, -8%, 6%, 17%
CC(=O)Nc1ccc(S(=O)(=O)NC2=C(N3CCN(C)CC3)C(=O)c3ccccc3C2=O)cc1
  -7%, -3%, i, 5%, -8%, 0%, 7%, -9%
CN(Cc1cccs1)C(=O)c1ccc(S(=O)(=O)N2CCCCC2)cc1
  0%, 0%, -15%, -3%, 5%, 2%, 11%, 0%
COc1cccc(NC(=O)C2CCC(CNS(=O)(=O)c3ccc4c(c3)CC(C)N4C(C)=O)CC2)c1 (centres undefined)
  -11%, -5%, -36%&-47%[inhibitor], -1%, 3%&6%, ?, 2%, -4%
O=C(O)c1ccc(NC(=S)NC2CCCCC2)cc1
  0%, -10%, -17%, 0%, 19%, /, 5%, 3%
CC12C(=O)N(c3nccs3)C(=O)C1(C)C1CCC2O1 (centres undefined)
  -5%, -8%, -4%, 13%, -2%, 20%, 9%, -26%
O=C(CN1C(=O)NC2(CCc3ccccc32)C1=O)NCc1ccc(Cl)cc1 (centres undefined)
  -1%, -9%, -17%, 2%, 4%, -10%, 3%, 4%
CCOC(=O)c1ccc(NC(=O)CSc2ccc(-c3ccccn3)nn2)cc1
  -16%, -3%, -13%, -29%, 22%&25%, -3%&-4%, -9%, 1%
Cc1ccc(/C(O)=C2\C(=O)C(=O)N(C)C2c2cccc([N+](=O)[O-])c2)cc1 (centres undefined)
  -24%, 8%, i, 9%, -9%, 7%, 2%, 3%
CCOC(=O)/C(=N\Nc1ccccc1Cl)N1CCN(C)CC1
  3%, 7%, i, 0%, -15%, /, 7%, -4%
CCOC(=O)c1c(NC(=O)c2cccs2)sc(C(=O)N(C)C)c1C
  0%, 0%, i, 1%, 25%, 16%, -6%, -2%
CC(=O)N1CCCc2cc(S(=O)(=O)N3CCCC(C)C3)ccc21 (centres undefined)
  -2%, 2%, i, -3%, 8%, 10%, -4%, 7%
COc1ccc(-n2c(CCc3ccccc3)nnc2SCC(=O)c2ccc(Cl)cc2)cc1
  8%, -5%, i, -6%, -7%, /, 11%, 18%
COc1ccc(CC(=O)NNC(=O)CCc2ccccc2)cc1
  1%, 20%, -2%, 4%, -1%, 9%, 7%, 3%
CC(C)CCN(CC(=O)NCc1ccc(F)cc1)S(=O)(=O)c1ccccc1F
  -3%, -10%, -34%[inhibitor], -14%, -10%, 28%, 14%, 16%
O=C(c1ccccc1-c1nc(-c2ccccc2Cl)no1)N1CCOCC1
  4%, -1%, -7%, -14%, -2%, 1%, 2%, 6%

5 compounds from above, ordered by count of non-hydrogen atoms, smallest number first.
Fields: EPAC1 agonist, EPAC1 antagonist, PTHR1 agonist, EPAC2 antag, TDP-43 yeast inh, FUS yeast rescue, EPAC2 agonist, aSyn yeast inh
COc1ccc(OC)c(S(=O)(=O)N2CCc3ccccc32)c1
  -4%, -7%, -7%[57.5 µM], 6%, 20%, 21%, 8%, 15%
COc1ccc(CC(=O)NNC(=O)CCc2ccccc2)cc1
  1%, 20%, -2%, 4%, -1%, 9%, 7%, 3%
O=C(c1ccccc1-c1nc(-c2ccccc2Cl)no1)N1CCOCC1
  4%, -1%, -7%, -14%, -2%, 1%, 2%, 6%
COc1ccccc1CCC(=O)Nc1ccc(S(=O)(=O)Nc2ncccn2)cc1
  5%, 6%, i, -9%, 23%, ?, 3%, -9%
O=C(c1ccc(NS(=O)(=O)c2ccc3[nH]c(=O)[nH]c3c2)cc1)N1CCCC(C(F)(F)F)C1 (centres undefined)
  1%, 10%, i, 6%, 13%, 6%, -6%, -3%

Screens: PubChem BioAssay, National Center for Advancing Translational Sciences (NCATS)
